STAT3 activator: IL-6 driven STAT3 reporter potentiators, primary screen, U3A cells, luciferase, luminescence, MLSCN library. 190,000 compounds, 0.91% hits. IL-6 STAT3-luciferase reporter; 100% = signal with IL-6 EC80 alone. activation (% of control), % at 5.6 µM;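 active means activation above the screen-wide mean of compound activation plus 3 SD, cut at about 130% in these data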;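 further: 0% = background luminescence of wells with medium and substrate only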
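Material: STAT1-lacking human U3A cells, STAT3 luciferase reporter | Benchmarks: IL-6-only wells as 100% reference | Probe or stimulus: IL-6 (33 ng/mL) | Timing: Compound 1 h, then IL-6 6 h at 37 °C | Detection: Luminescence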
FLuc inh counter: firefly luciferase enzyme inhibitors, primary screen, artefact control for luciferase-based inhibitor screens, biochemical, luminescence, ATPLite. Luciferin 4-monooxygenase (Photinus pyralis), P08659. 10 min. inhibition, % at 10 µM. 200,000 compounds, 1.5% hits. AID 1006, 2008;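 active means inhibition above about 50% when tested at 10 µM, limit read from the data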
Target sequence (P08659 whole entry, looked up): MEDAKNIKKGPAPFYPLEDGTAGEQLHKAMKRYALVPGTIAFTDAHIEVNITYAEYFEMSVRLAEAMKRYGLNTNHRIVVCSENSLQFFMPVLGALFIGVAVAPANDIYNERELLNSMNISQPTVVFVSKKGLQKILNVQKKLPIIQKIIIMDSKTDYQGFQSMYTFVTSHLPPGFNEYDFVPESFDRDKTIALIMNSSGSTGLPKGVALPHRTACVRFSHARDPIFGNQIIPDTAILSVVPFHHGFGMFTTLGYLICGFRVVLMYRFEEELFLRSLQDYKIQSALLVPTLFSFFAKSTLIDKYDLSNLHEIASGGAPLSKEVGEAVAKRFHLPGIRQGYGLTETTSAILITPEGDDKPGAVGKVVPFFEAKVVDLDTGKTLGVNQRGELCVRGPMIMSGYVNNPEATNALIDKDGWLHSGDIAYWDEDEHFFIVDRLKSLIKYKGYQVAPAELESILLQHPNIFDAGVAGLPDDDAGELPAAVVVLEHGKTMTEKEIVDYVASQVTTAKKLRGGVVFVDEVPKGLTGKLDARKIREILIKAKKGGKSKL
RAM network inh: inhibitors of the yeast RAM network, primary screen, dse1pr::URA3 reporter, 5-FOA selection; S. cerevisiae dse1pr::URA3 reporter, 5-FOA growth OD615, 2 d; analog-sensitive cbk1-as2 kinase mutant strain; 190,000 compounds, 1.8% hits; AID 868, 2007; inhibition, % at 50 µM;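 active means inhibition above a set limit, 3 SD over mean compound inhibition, cut at about 8.4% in these data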;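 further: 0% = DMSO-only wells with no growth and 100% = 10 µM 1-NA-PP1 full growth; inhibition rescues growth on 5-FOA so higher OD means more RAM inhibition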
NF-kB neuron act: activators of NF-kB expression in neurons, primary screen, cell-based, HTS; human neuronal cells, NF-kB reporter expression; active compounds read high; fold change at 12.5 µM; 190,000 compounds, 1.6% hits; AID 1239, 2008; in the data active means fold change above about 3.3
STAT1 activator: STAT1 signaling activators, primary screen, cell-based, HTS, luciferase reporter; activation (% of control), % at 5.5 µM; NIH 3T3 STAT1-luciferase reporter, IFN-gamma, luminescence; 100% = IFN-gamma alone, no compound; 200,000 compounds, 2.6% hits; AID 932, 2007;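 active means activation above the screen-wide mean activation plus 3 SD, cut at about 130% in these data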;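 further: raw ratio to IFN-gamma control signal so 100% means no change and 0% no light; values of inactives mirror those of a sister screen read the other way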
STAT1 blocker: STAT1 signaling inhibitors, primary screen, cell-based, HTS, luciferase reporter; inhibition, % at 5.5 µM; NIH 3T3 STAT1-luciferase reporter, IFN-gamma, luminescence; 200,000 compounds, 0.35% hits;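 active means inhibition above a set limit, the mean inhibition across all tested compounds plus 3 SD, cut at about 34% in these data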;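 further: 0% = IFN-gamma with DMSO and 100% = IFN-gamma with 300 µM nifuroxazide; values of inactives mirror those of a sister screen read the other way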
APP transl inh: inhibitors of APP translation via 5'UTR reporter, primary screen, APP 5'UTR luciferase, SH-SY5Y cells. SH-SY5Y APP 5'UTR-luciferase reporter, luminescence. AID 1285, 2008. inhibition, % at 2 µM. 190,000 compounds, 0.82% hits;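 active means inhibition above a set limit, derived from the sample mean plus 3 SD, cut at about 45% in these data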; further: values of inactives mirror those of a sister screen read the other way
APP 5'UTR act: activators of APP 5'UTR luciferase reporter, primary screen, SH-SY5Y cells; AID 1276, 2008; SH-SY5Y APP 5'UTR luciferase reporter, luminescence; zero percent = DMSO vehicle wells; activation, % at 2 µM; 190,000 compounds, 1% hits;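 active means activation above a set limit, based on mean plus 3 SD of controls, cut at about 140% in these data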; further: values of inactives mirror those of a sister screen read the other way
Hsp70 activator: Hsp70 transcriptional activators, primary screen, cell-based, HeLa, Hsp70 promoter luciferase, luminescence, 10 µM. activation, % at 10 µM. 200,000 compounds, 0.04% hits. HeLa Hsp70 promoter luciferase reporter; scaled: vehicle 0, proteasome-inhibitor control 100%;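 active means activation above the mean across all tested compounds plus 3 SD, cutoff set per campaign, cut at about 5.5% in these data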;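 further: 100% = MG132 at 30 µM as the positive control and 0% = DMSO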
STAT3 blocker: IL-6 driven STAT3 reporter inhibitors, primary screen, U3A cells, luciferase, luminescence, MLSCN library. IL-6 STAT3-luciferase reporter; host cell line lacks STAT1. inhibition, % at 5.5 µM. 190,000 compounds, 0.89% hits;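 active means inhibition above the mean inhibition across all screened compounds plus 3 SD, cut at about 44% in these data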;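 further: 0% = DMSO only wells and 100% = 100 µM nifuroxazide control wells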
Numbers without * were called inactive. Compounds were not picked by outcome, and some 7.7% of all compounds hit somewhere here.

molecule	STAT3 activator	FLuc inh counter	RAM network inh	NF-kB neuron act	STAT1 activator	STAT1 blocker	APP transl inh	APP 5'UTR act	Hsp70 activator	STAT3 blocker
O=S(=O)(c1ccc(N2CCN(CCO)CC2)nc1)N1CCCCC1	95	0	1.9	1	97	4	20	-20	-0.5	7
Cc1cc(N2CCN(C)CC2)nc2ccc(NC(=S)N3CCC4(CC3)OCCO4)cc12	102	-9	1.5	1	103	-3	0	0	-0.2	-3
COc1cc(-c2nnc(-c3ccco3)o2)ccc1OCc1ccccc1	95	-5	4.3	1	105	-7	-16	16	-0.2	10
CCOC(=O)C(Cc1c(F)cccc1Cl)c1ccno1 (stereo unspecified)	104	-7	4.1	1.1	109	-11	19	-19	-0.2	6
CCCCOC(=O)C1=C(C)Nc2ncnn2C1c1cc(OC)ccc1OC (stereo unspecified)	91	-3	1.8	0.75	102	-2	0	1	0.1	14
O=C(COC(=O)c1sc2cc(F)ccc2c1Cl)Nc1ncc(Cl)cc1Cl	92	-4	2.0	0.97	105	-5	-8	8	-0.1	8
CC(=O)Oc1ccc(-c2cccc(C(=O)NCCCO)c2)cc1	98	1	-0.5	1.7	101	-2	-2	2	-0.2	4
CCOC(=O)c1c(C)nc2ccccc2c1-c1ccccc1	106	8	-0.1	1	101	-1	0	0	0.7	-9
CCOC(=O)N1CCN(CC(O)COc2ccccc2C(C)C)CC1 (stereo unspecified)	100	-2	-0.6	0.92	104	-5	-4	4	-0.1	3
C/C(CC(=O)Nc1cccc(Cl)c1C)=N\NC(=O)C(=O)NCC(C)C	105	-1	1.7	1	106	-6	-17	17	-0.2	-8
O=C(CCc1ccccc1)Nc1nc2nc(-c3ccccc3)cc(=O)n2[nH]1	98	-6	0.7	0.93	97	4	-15	15	-0.3	6
CC1CCCN(c2nc3c(c(=O)[nH]c(=O)n3C)n2Cc2ccccc2Cl)C1 (stereo unspecified)	98	-5	2.8	1.3	100	0	-21	21	0.1	7
CCN(CC)C(=O)CSc1nc(N)c(-c2ccccc2)c(=O)[nH]1	105	1	1.8	0.96	100	-1	19	-19	-0.1	0
Cc1nnc(NC(=O)CSc2ccc3nnc(-c4ccccn4)n3n2)s1	95	-3	1.6	1	105	-5	4	-4	0.2	10
O=C(C1CCCCN1S(=O)(=O)c1ccccc1[N+](=O)[O-])N1CCCC1 (stereo unspecified)	108	7	0.9	0.84	89	10	-19	19	-0.1	-6
CN/C=C1\C(=O)C(C)(C)Oc2ccc3ccc(=O)oc3c21	102	-2	-0.3	0.83	101	-1	14	-14	-0.3	3
COc1ccc2c(c1)Cc1sc(NC(=O)c3ccco3)nc1-2	83	14	4.7	3.9*	189*	-97	-186	186*	1.3	24
Cc1nc(SCC(=O)Nc2ccc3c(c2)OCCO3)c2oc3ccccc3c2n1	97	-6	3.6	0.99	102	-2	-19	19	-0.3	7
COc1ccc(N2CCN(C(=O)c3ccc4ccccc4n3)CC2)cc1	102	-3	0.8	1.1	99	-1	11	-11	-0.1	2
Nn1c(-c2ccccc2)nc2ccccc2c1=O	105	-1	0.8	1.1	102	-3	3	-3	-0.2	0
COCCN(C(=O)Cc1cccs1)C(C(=O)NCc1ccc(OC)cc1)c1ccccc1 (stereo unspecified)	96	2	0.2	0.92	98	2	10	-10	-0.4	11
CC(=O)Nc1ccc(S(=O)(=O)NCCSCc2c(Cl)cccc2Cl)cc1	82	-8	1.4	0.86	94	6	4	-4	-0.2	27
CN(C(=O)CSc1nc2c(c(=O)[nH]1)CCC2)c1ccccc1	95	1	0.8	0.91	94	5	-20	20	-0.1	12
O=C(Nc1ccc(Cl)c(Cl)c1)Nc1ccccc1NS(=O)(=O)c1cccs1	99	-8	5.0	1	91	10	4	-4	-0.2	2
Brc1cc2c(cc1/C=N/Nc1nc(N3CCCCC3)nc(N3CCCCC3)n1)OCO2	98	7	4.4	1.2	103	-4	-1	1	0.0	4

For convenience, 2 of the compounds above.
molecule	STAT3 activator	FLuc inh counter	RAM network inh	NF-kB neuron act	STAT1 activator	STAT1 blocker	APP transl inh	APP 5'UTR act	Hsp70 activator	STAT3 blocker
O=C(Nc1ccc(Cl)c(Cl)c1)Nc1ccccc1NS(=O)(=O)c1cccs1	99	-8	5.0	1	91	10	4	-4	-0.2	2
Brc1cc2c(cc1/C=N/Nc1nc(N3CCCCC3)nc(N3CCCCC3)n1)OCO2	98	7	4.4	1.2	103	-4	-1	1	0.0	4

(further entries)
molecule	STAT3 activator	FLuc inh counter	RAM network inh	NF-kB neuron act	STAT1 activator	STAT1 blocker	APP transl inh	APP 5'UTR act	Hsp70 activator	STAT3 blocker
COc1ccc2c(c1OC)C(=O)OC2CC(=O)c1ccc(N(C)C)cc1 (stereo unspecified)	87	-11	1.9	1.3	91	10	4	-4	0.1	21
O=C(CSc1nnc(-c2ccco2)o1)NC(=O)Cc1ccccc1	99	-10	1.2	1.1	105	-5	4	-3	-0.1	6
O=C1Cc2ccccc2Sc2cc(OCCCN3CCCCC3)ccc21	106	-6	1.0	1.1	95	5	-2	2	-0.2	-4
COc1ccc(S(=O)(=O)NC(C)C(=O)Nc2cccc(C(C)=O)c2)cc1 (stereo unspecified)	98	-1	3.6	1.2	97	4	13	-13	0.3	5
CCn1c(=O)c([N+](=O)[O-])c(NCCc2ccc(OC)c(OC)c2)c2ccccc21	95	1	0.3	0.87	94	7	6	-6	-0.3	9
C[n+]1c2n(c3ccccc31)N=C(c1cc(C(C)(C)C)c(O)c(C(C)(C)C)c1)CS2	35	-7	-0.8	0.13	82	18	30	-30	0.0	79*
O=C(Nc1ccc(Cl)cc1)C1c2cccc[n+]2CC(=O)N1Cc1ccc2c(c1)OCO2 (stereo unspecified)	115	-3	0.5	1.6	101	-3	0	0	-0.2	-18
CCOc1ccc(-c2ccc(SCC(=O)N3CCOCC3)nn2)cc1	91	84*	1.2	2.2	104	-5	-11	11	0.2	13
CN(Cc1ccccc1)c1ccc(S(=O)(=O)N2CCOCC2)cn1	97	-4	1.0	0.87	103	-3	14	-14	-0.1	11
COc1ccc(C(C)=O)c2c1OCCO2	109	-4	-0.9	1.1	107	-8	-2	2	0.4	-4
O=C(O)CCCC(=O)Nc1ccccc1C(=O)O	100	-3	0.7	1	93	8	-7	7	-0.2	10
Cc1cc(C)c(C(=O)COc2cccnc2[N+](=O)[O-])cc1C	95	-4	1.5	1	104	-1	22	-22	-0.4	6
Cc1cc2ncn(C(=O)N3CCCCCC3)c2cc1C	88	-7	0.6	1.4	104	-4	-21	21	-0.6	16
CC1=NNC(=O)C1CC(=O)N/N=C(\C)c1ccco1 (stereo unspecified)	103	-2	0.6	1.2	95	4	9	-9	-0.4	-1
CC1=[N+](C)c2ccc3ccccc3c2C1(C)C	91	-2	2.9	0.75	78	24	12	-12	-0.2	18
Cc1cc(=O)n2nc(N3CCC(C(=O)N4CCN(Cc5ccccc5)CC4)CC3)sc2n1	101	-5	0.4	1.3	92	-18	5	-5	0.2	2
CCCNC(=O)COC(=O)c1cc2c(=O)n3ccccc3nc2s1	105	3	2.0	1.2	106	-7	-18	18	-0.3	-5
CCCOc1ccc(N2CC(C(=O)NC3=NCCS3)CC2=O)cc1 (stereo unspecified)	97	-2	0.2	1.5	97	2	-1	1	-0.2	8
CCCn1cnc2c(=O)oc3ccccc3c21	97	-6	1.0	1.2	102	-3	17	-17	1.2	6
COc1cccc(Nc2nc(-c3cccc(N4C(=O)c5ccccc5C4=O)c3)cs2)c1	97	9	3.5	1.6	100	0	-19	19	0.3	10
Cc1c(N=Cc2cccs2)c(=O)n(-c2ccccc2)n1C	100	-2	3.9	1.1	97	3	-15	15	-0.4	4
CSCC(NS(=O)(=O)c1ccc(C)cc1)C(=O)O (stereo unspecified)	106	-5	0.6	0.7	105	-7	-4	4	-0.2	-5

Another view of seven compounds above:
Sequence of screens – STAT3 activator | FLuc inh counter | RAM network inh | NF-kB neuron act | STAT1 activator | STAT1 blocker | APP transl inh | APP 5'UTR act | Hsp70 activator | STAT3 blocker
COc1ccc2c(c1OC)C(=O)OC2CC(=O)c1ccc(N(C)C)cc1 (stereo unspecified)
 : 87 | -11 | 1.9 | 1.3 | 91 | 10 | 4 | -4 | 0.1 | 21
O=C(CSc1nnc(-c2ccco2)o1)NC(=O)Cc1ccccc1
 : 99 | -10 | 1.2 | 1.1 | 105 | -5 | 4 | -3 | -0.1 | 6
O=C1Cc2ccccc2Sc2cc(OCCCN3CCCCC3)ccc21
 : 106 | -6 | 1.0 | 1.1 | 95 | 5 | -2 | 2 | -0.2 | -4
COc1ccc(S(=O)(=O)NC(C)C(=O)Nc2cccc(C(C)=O)c2)cc1 (stereo unspecified)
 : 98 | -1 | 3.6 | 1.2 | 97 | 4 | 13 | -13 | 0.3 | 5
CCn1c(=O)c([N+](=O)[O-])c(NCCc2ccc(OC)c(OC)c2)c2ccccc21
 : 95 | 1 | 0.3 | 0.87 | 94 | 7 | 6 | -6 | -0.3 | 9
C[n+]1c2n(c3ccccc31)N=C(c1cc(C(C)(C)C)c(O)c(C(C)(C)C)c1)CS2
 : 35 | -7 | -0.8 | 0.13 | 82 | 18 | 30 | -30 | 0.0 | 79*
O=C(Nc1ccc(Cl)cc1)C1c2cccc[n+]2CC(=O)N1Cc1ccc2c(c1)OCO2 (stereo unspecified)
 : 115 | -3 | 0.5 | 1.6 | 101 | -3 | 0 | 0 | -0.2 | -18

Compound activity from PubChem.
